aSyn yeast rescue: qHTS of alpha-syn Inhibitors: NCGC Sytravon Library Screen. S. cerevisiae alpha-synuclein toxicity rescue, BacTiter-Glo growth, 24 h. Potency, µM (doses to about 46.1 µM), inactives show at the top dose growth rescue (activation), usual class: activators. 94,000 tested, 0.02% active; active = well fitted activation curve with a large enough effect; inconclusive = small, poorly fitted or top-dose-only effect; note: 0% is about no effect
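Growth restoration measured by BacTiter-Glo luminescence after 24 hr at 30 deg C; alpha-synuclein yeast, raffinose-pregrown to mid-log, were added at OD600=0.02 in galactose medium onto pinned compounds.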
Active calls of the source: *; ? = inconclusive; & = joins results of further samples; [ ] = another dose, or the depositor's remark. Potency is the fitted concentration of half-maximal effect.

SMILES	aSyn yeast rescue
Cc1ccnc(NC(c2cc(C)ccc2O)c2ccc3cccnc3c2O)c1 (stereo unspecified)	?
COc1cccc(C(=O)Nc2ccc3c(c2)OCO3)c1OC	-6.1%
COc1ccccc1NS(=O)(=O)c1cccc(C(=O)OCC(=O)NC2CC2)c1	-3.4%
COC(=O)c1ccc2oc(=O)c(S(=O)(=O)c3ccc(C)cc3)cc2c1	-9.1%
COc1ccccc1NC(=O)CSc1sc2c(O)cc(=O)[nH]c2c1C#N	-5.5%
CCOC(=O)c1cnn(-c2ccc(C(=O)Nc3ccc(OC(F)(F)F)cc3)cc2)c1N	-52.4%[inhibitor]
CCCN(CCC)CCNC(=O)c1cc2c(=O)oc3ccc(C)cc3c2s1	?
COc1ccc(Br)cc1CNC(=O)c1ccc2c(c1)nc1n2CCCCC1	2.6%
Cc1cccc(CSc2ccc3nnc(-c4cccnc4)n3n2)c1	-13.8%
Cn1c(=O)oc2cc(S(=O)(=O)NC(Cc3ccccc3)C(=O)NCc3ccccc3Cl)ccc21 (stereo unspecified)	-3.8%
CCOC(=O)c1cccc(NC(=O)CCNS(=O)(=O)c2cccc3nonc23)c1	-2.0%&4.4%
C=CCNC(=S)NNC(=O)CCC(O)COCCC(C)C (stereo unspecified)	-9.7%

Gathered by group: those above with nitrogen in an aromatic ring (seven)
SMILES	aSyn yeast rescue
Cc1ccnc(NC(c2cc(C)ccc2O)c2ccc3cccnc3c2O)c1 (stereo unspecified)	?
COc1ccccc1NC(=O)CSc1sc2c(O)cc(=O)[nH]c2c1C#N	-5.5%
CCOC(=O)c1cnn(-c2ccc(C(=O)Nc3ccc(OC(F)(F)F)cc3)cc2)c1N	-52.4%[inhibitor]
COc1ccc(Br)cc1CNC(=O)c1ccc2c(c1)nc1n2CCCCC1	2.6%
Cc1cccc(CSc2ccc3nnc(-c4cccnc4)n3n2)c1	-13.8%
Cn1c(=O)oc2cc(S(=O)(=O)NC(Cc3ccccc3)C(=O)NCc3ccccc3Cl)ccc21 (stereo unspecified)	-3.8%
CCOC(=O)c1cccc(NC(=O)CCNS(=O)(=O)c2cccc3nonc23)c1	-2.0%&4.4%

Next part.
SMILES	aSyn yeast rescue
NC(=O)c1cc(NC(=O)CCCc2nc3ccccc3s2)cc(C(N)=O)c1	6.0%
CN(C(=O)c1ccccc1Br)C1CCS(=O)(=O)C1 (stereo unspecified)	15.3%
COc1cc(OC)cc(-n2c(=O)c3sccc3n(Cc3cc(=O)n4c(C)cccc4n3)c2=O)c1	-4.5%
COc1ccccc1NC(=O)C1=C(C)Nc2ncnn2C1c1ccc[nH]1 (stereo unspecified)	-3.6%
Cc1ccccc1-c1nc(NC(=O)CSc2ncnc3sc4c(c23)CCCC4)ns1	-18.0%
O=C(NCC(c1ccco1)S(=O)(=O)c1cccs1)c1ccc(F)cc1 (stereo unspecified)	3.6%
CCOc1ccc(NC(=O)C2CC(=O)NC(=Nc3ccc(Cl)c(Cl)c3)S2)cc1 (stereo unspecified)	-11.3%
CC(=O)N1CCCc2cc(S(=O)(=O)N3CCCC(C(=O)NCc4ccc(Cl)cc4)C3)ccc21 (stereo unspecified)	-4.2%
c1ccc(-n2ncc3c(NC4CCCC4)ncnc32)cc1	-20.2%
CCC(=O)c1ccc(OCC(=O)OCC(=O)N2c3ccccc3NC(=O)C2(C)C)cc1	-2.9%
CC(C)CC1NC(=O)c2cc3ccccc3cc2-n2c1nc1ccc(F)cc1c2=O (stereo unspecified)	-13.6%
COc1cc(SC)ccc1C(=O)Nc1ccc(Cl)cn1	4.1%
CC(=O)N1CC(=O)N(CC(=O)Nc2ccc(Br)cc2)C1=S	-5.2%
O=C(CC1CCCCC1)NCCS(=O)(=O)N1CCN(c2ccccc2)CC1	3.5%
COc1ccc(C)cc1NC(=O)Nc1cccc(-c2noc(C)n2)c1	-9.2%
CC(=O)c1c(C)oc2ccc(N(C(=O)Oc3ccccc3)S(=O)(=O)c3ccccc3)cc12	-10.2%
CCN(CC)S(=O)(=O)c1ccc2c(c1)nc(CN(C)C(=O)Nc1cccc(Cl)c1)n2C	-11.6%
COC(=O)c1ccccc1NC(=O)c1ccc2c(Cl)c3c(nc2c1)CCCC3	0.0%
COC(=O)c1c(NC(=O)c2ccc(OC)cc2OC)sc2c1CCCCC2	6.4%
COc1cccc(CNC(=O)c2nn(-c3ccccc3Cl)nc2CO)c1	8.1%
CC1CC(=O)Nc2ccccc2N1S(=O)(=O)c1cccc(F)c1 (stereo unspecified)	4.4%
Cc1ccc(N2CC(C(=O)OCC(=O)c3ccc([N+](=O)[O-])cc3)CC2=O)cc1 (stereo unspecified)	5.1%
O[C@@H]1C[C@H](c2ccc(Cl)cc2)N(Cc2cccs2)C[C@H]1n1cc(C2CC2)nn1	3.3%
Cc1ccc(C(=O)Nc2ccc(C(=O)OCc3cc(=O)n4c5c(sc4n3)CCCC5)cc2)cc1	2.8%
COc1ccc(N(Cc2cccs2)C(=O)Nc2ccccc2)cc1	16.7%
Cc1ccc(NC(=O)Cn2nnc(C(=O)NCCc3ccccc3)c2N)cc1Cl	5.4%
Cc1ccc2nc(-c3cc(NC(=O)COc4ccc(C)c(C)c4)ccc3Cl)oc2c1	4.0%
CCC(C(=O)N(C)Cc1ccccc1)n1nc(C)c2sc3ccccc3c2c1=O (stereo unspecified)	?
CCc1cccc(C)c1NC(=O)c1cc(S(=O)(=O)N2CCC3(CC2)OCCO3)ccc1F	-13.4%
Cc1cccc(C)c1-n1c(C)nn(Cc2ccc([N+](=O)[O-])cc2)c1=O	-1.9%
CC(=O)Nc1ccc2c(c1)C(=O)N(c1cccc(C)c1)C2=O	-3.9%
CCOC(=O)c1cc(-c2ccccc2)n(-c2cccc(C(=O)Nc3cc(OC)cc(OC)c3)c2)c1C	2.6%
C/C(O)=C(\N=Nc1cc(C)ccc1O)C(N)=O	-5.3%
O=C(CSc1nc(C(F)(F)F)cc(=O)[nH]1)N1CCOCC1	-5.7%
C/C(CC(=O)Nc1ccc(Cl)cc1)=N\NC(=O)C(=O)NCCO	7.7%
COc1ccc(-c2nnc(SCC(=O)NCc3ccccc3)nc2-c2ccc(OC)c(OC)c2)cc1OC	7.4%
Cc1ccc(OCC(=O)Nc2cc(-c3cccc(C)c3)nn2-c2ccccc2)cc1	0.8%
COc1ccc(C(=O)Nc2ccc3nc(N4CCC(C)CC4)cc(C)c3c2)cc1	-15.8%
O=C(CCS(=O)(=O)c1cc2c3c(c1)CCN3C(=O)CC2)NCc1ccc(F)cc1	0.2%
COC(=O)c1c(NC(=O)CCCOc2cccc(C)c2)sc2c1C(C(=O)OC)CC2 (stereo unspecified)	-49.1%[inhibitor]
C=CCn1c(SCC(=O)NC2CCS(=O)(=O)C2)nnc1-c1ccc(Cl)cc1 (stereo unspecified)	-8.1%
COc1ccc(OC)c(NC(=O)c2cccn2-c2nnc(N3CCCCC3)s2)c1	8.6%
Cc1ccc(S(=O)(=O)Nc2cc3c(cc2C)n(C)c(=O)c(=O)n3C)cc1	4.5%
COc1ccc(N(CC(C)C)S(=O)(=O)c2nnc(NC(=O)c3ccco3)s2)cc1	1.7%
CC(=O)NC(CCS(C)(=O)=O)C(=O)Nc1cccc2ccccc12 (stereo unspecified)	-4.9%
CC(C)CC1C(=O)N(Cc2cn(CC3CCCCC3)nn2)CCS(=O)(=O)N1Cc1ccc(-c2ccc(Cl)cc2)cc1 (stereo unspecified)	-8.8%
CCCC1(c2ccccc2)NC(=O)N(CC(=O)Nc2cc(C)ccc2OC)C1=O (stereo unspecified)	-1.5%
O=S(=O)(c1ccc(-c2cnc(C3CC3)o2)cc1)N1CCN(c2cccc(Cl)c2)CC1	-2.4%
CCOC(=O)C(NC(=O)c1ccccc1)(OCc1ccc(F)cc1)C(F)(F)F (stereo unspecified)	-2.0%
COc1cc(Cl)ccc1OCc1cc(C(=O)N2CCN(C3CCCCC3)CC2)no1	-1.3%
CCc1cccc(NC(=O)CN2C(=O)COc3ccc(S(=O)(=O)Nc4ccccc4)cc32)c1	1.9%
Cc1cccc(N2CC(C(=O)Nc3nccs3)CC2=O)c1C (stereo unspecified)	-9.9%
Cc1ccc(C(=O)c2cn(Cc3cccc(Cl)c3)c3nc(C)ccc3c2=O)cc1	2.0%
COc1ccccc1Nc1nc2c(S(=O)(=O)c3ccc(C(C)C)cc3)nnn2c2ccsc12	-4.9%
COc1cc(/C=C/C(=O)O)ccc1OCc1cnc(Cl)s1	0.9%
COc1cccc(CNC(=O)c2ccc(NC(=O)N3CCCCc4ccccc43)cc2)c1	-4.5%
CCOc1ccccc1NC(=O)[C@@H](NC(=O)c1ccccc1F)C(C)C	-9.4%
COc1ccccc1NC(=O)CSc1oc(-c2ccco2)nc1S(=O)(=O)c1ccc(C)cc1	6.4%
Cc1cc2nc3s/c(=C/c4ccc(-c5ccccc5C(=O)O)o4)c(=O)n3c2cc1C	3.5%
O=S(=O)(c1ccc(C2CCCCC2)cc1)N1CCN(c2cc(Cl)ccc2Cl)CC1	3.9%
New compounds follow.
SMILES	aSyn yeast rescue
CCOc1ccc(NC(=O)N2CCN(S(C)(=O)=O)CC2)cc1	-10.5%
Cc1ccc(NS(=O)(=O)c2ccc3nc(-c4ccccc4)[nH]c3c2)cc1Cl	7.1%
COCCCNC(=O)c1ccc(-n2c(-c3ccccc3)cc3c2CCC(C)C3)cc1 (stereo unspecified)	-16.0%
COC(=O)c1ccccc1NC(=O)CCCn1nc(C)c2c(C)n(-c3ccccc3)nc2c1=O	-11.3%
O=C1CC(c2ccc(F)cc2)c2c(c3ccccc3[nH]c2=O)O1 (stereo unspecified)	5.7%
CCN(CC)CCCNC(=O)c1ccc2c(=O)n(CCc3ccccc3)c(=O)[nH]c2c1	0.6%
O=S(=O)(Nc1nc(-c2ccccc2)cs1)c1cccc(C(F)(F)F)c1	-20.3%
CCc1ccc2c(c1)NC(c1cccnc1)=NC(c1ccc(C(C)(C)C)cc1)=N2	-5.3%
Cc1ccccc1C(=O)NC1(C(F)(F)F)N=C(c2ccccc2)N(C2CCCCC2)C1=O (stereo unspecified)	5.1%
Cc1c(C(=O)N2CCC2)oc2ccc(Br)cc12	-7.3%
NS(=O)(=O)c1ccc(NC(=O)Nc2ccc(C(F)(F)F)cc2)cc1	0.2%
Cc1ccc(-n2ncc3c(Nc4ccc5c(c4)OCCO5)ncnc32)cc1Cl	-1.3%
COc1ccc2c(c1)CC(NC(=O)Nc1ccc(Br)c(C)c1)CO2 (stereo unspecified)	-1.2%
Cc1nn(C)cc1CN(C)S(=O)(=O)c1cccc([N+](=O)[O-])c1	-3.3%
COc1ccc(NC(=O)COc2ccc3c(c2)OCO3)cc1	-15.9%
COc1ccc(OC)c(NC(=O)Cn2c(=O)n(Cc3nc(C)no3)c(=O)c3ccccc32)c1	5.9%
C[C@@H]1CCCCO[C@@H](CN(C)C(=O)Cc2ccccc2)[C@@H](C)CN([C@H](C)CO)C(=O)c2cc(N(C)C)ccc2O1	4.3%
O=C(Nc1ccc(C(=O)N2CCN(c3ccc(F)cc3)CC2)cc1)c1nsc2ccccc12	29.1%
CSC(=NC#N)N1CCN(c2c(C)cccc2C)CC1	-9.9%
Cc1cccc(OCC(=O)N(Cc2cccc(Cl)c2)Cc2ccco2)c1C	11.7%
CC(C1CC2CCC1C2)n1c(-c2cccs2)n[nH]c1=S (stereo unspecified)	17.0%
COc1cccc(C(=O)N(Cc2sccc2C)C2CCS(=O)(=O)C2)c1 (stereo unspecified)	1.6%
CCOC(=O)NC(N(O)c1cccc(Cl)c1)C(Cl)(Cl)Cl (stereo unspecified)	12.3%
O=[N+]([O-])c1ccc(Nc2c3ccccc3nc3ccccc23)cc1	-8.0%
COc1ccccc1CNC(=O)CSc1nc2nc(C)c(Cc3ccccc3Cl)c(C)n2n1	4.2%
Cc1ccccc1NC(=O)C(=O)NCCc1ccccc1	-3.5%
COc1cccc(N2CCN(c3ccc(S(=O)(=O)N4CCCC4)cc3)CC2)c1	4.4%
Cc1cccc(NC(=O)CSc2nnc3ccc(-c4ccccn4)nn23)c1	-9.5%
O=C(Cn1c(-c2cccs2)cc2cc(Cl)ccc21)N1CCCCC1	3.2%
O=C(OCc1cn([C@@H]2CN(CC3CCCCC3)[C@@H](c3ccccc3)C[C@H]2O)nn1)c1ccccc1	-14.8%
O=C(NC(=S)Nc1ccc(-c2nc3ncccc3o2)cc1)c1ccccc1F	-9.8%
O=C(Cc1ccc(S(=O)(=O)N2CCOCC2)s1)N1CCN(c2ccc(C(F)(F)F)cc2[N+](=O)[O-])CC1	4.4%
CCOC(=O)C(NC(=O)N(C)C)(Nc1sc(C)c(CC)c1C#N)C(F)(F)F (stereo unspecified)	0.4%
NC(=O)CSc1ncc2c(n1)-c1ccccc1N(Cc1ccc(F)cc1)S2(=O)=O	9.1%
Cc1sc2nc(SCC(N)=O)n(-c3ccccc3)c(=O)c2c1C	1.8%
O=S(=O)(Nc1nc2ccccc2nc1Cl)c1ccccc1C(F)(F)F	11.1%
O=C(Nc1ccc(F)c(Cl)c1)C1CCN(c2ncccn2)CC1	-0.6%
COc1ccc(-c2cc(C(=O)NCCc3ccc(OC)c(OC)c3)c3c(-c4ccc(F)cc4)[nH]nc3n2)cc1	1.8%
O=C(O)CC(CC(=O)Nc1ccc(N2CCOCC2)cc1)c1ccccc1 (stereo unspecified)	-11.1%
O=C(OCCN1CCOCC1)c1ccccc1Cl	2.9%
Cc1cc(F)ccc1NC(=O)C1CCC(CNS(=O)(=O)c2ccc3c(c2)CCCC(=O)N3)CC1 (stereo unspecified)	9.8%
Cc1ccc(C)c(CN2C(=O)c3ccccc3S(=O)c3ccc(C(=O)N4CCN(c5ccccc5F)CC4)cc32)c1 (stereo unspecified)	-0.7%

Fetched by structure from the list above, four records:
SMILES	aSyn yeast rescue
O=C1CC(c2ccc(F)cc2)c2c(c3ccccc3[nH]c2=O)O1 (stereo unspecified)	5.7%
COc1ccc(-c2cc(C(=O)NCCc3ccc(OC)c(OC)c3)c3c(-c4ccc(F)cc4)[nH]nc3n2)cc1	1.8%
Cc1cccc(C)c1-n1c(C)nn(Cc2ccc([N+](=O)[O-])cc2)c1=O	-1.9%
Cc1c(C(=O)N2CCC2)oc2ccc(Br)cc12	-7.3%

High-throughput results (PubChem)

The list is partial (hit frequency here may not be typical).
